High-throughput results: PubChem, several laboratories
Neddyl block: blocks human cullin neddylation. TR-FRET cullin neddylation, biochemical. calls only at 25 µM. 360,000 tested, 0.58% active; in the data active = inhibition above about 36%
CendR NRP1 mod: modulators of CendR peptide binding to human neuropilin-1 | O14786 | FAM-RPARPAR peptide binding to NRP-1, fluorescence polarization | inhibition, % at 25 µM | 360,000 tested, 0.85% active;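 active = inhibition or corrected inhibition above about 18%, plus a signal ratio from 0.5 to 1.5, limit read from the data, passing the limit was not always enough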; note: strong numbers were not always called active
NadD block: inhibitors of Staphylococcus aureus NadD; purified NadD enzyme, colorimetric absorbance read-out; inhibition, % at 20 µM; 360,000 tested, 0.78% active; in the data active = inhibition above about 26%; note: some compounds past the cut are filed as inactive
TbMetRS inhib: blocks T. brucei methionyl-tRNA synthetase activity. purified T. brucei MetRS, ATP depletion, Kinase-Glo luminescence. inhibition, % at 11.9 µM. 360,000 tested, 0.4% active. AID 624268;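 active = inhibition above a per-plate cutoff of the control wells' mean inhibition plus 3 SD, cut at about 5.5% in these data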;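 note: 0% = DMSO wells median and 100% = median of wells with control inhibitor compound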
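Material: T. brucei methionyl-tRNA synthetase, purified; reagent: substrates ATP, L-methionine and bulk Escherichia coli tRNA; dosing: 11.9 µM single point; timing: 15 min plus 2 h at 25 °C; detection: luminescence of leftover ATP; evaluation: % inhibition; control set: DMSO-only wells as low control; replicates: singlicate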
LMPTP block: blocks human LMPTP phosphatase; 360,000 tested, 0.22% active; recombinant LMPTP-A, OMFP fluorogenic substrate, fluorescence intensity; AID 651560; P24666; inhibition, % at 20 µM;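 active = compounds that cut the enzyme signal by at least half of the control window in the single-dose screen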;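 note: plate controls were DMSO wells with enzyme plus substrate for no effect and substrate without enzyme for full effect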
Target sequence (P24666 whole entry, looked up): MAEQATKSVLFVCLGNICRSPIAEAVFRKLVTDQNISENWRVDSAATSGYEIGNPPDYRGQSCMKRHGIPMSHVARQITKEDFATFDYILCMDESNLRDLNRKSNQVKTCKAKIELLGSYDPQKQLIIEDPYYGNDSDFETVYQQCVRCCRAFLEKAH
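Test system: LMPTP-A, protein tyrosine phosphatase of low molecular weight; Input: 0.625 nM enzyme; Incubation: 50 min dark incubation at room temperature; Signal: endpoint fluorescence intensity from OMFP dephosphorylation; Read-out basis: % inhibition versus control wells.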
SKN-1 inh: blocks SKN-1 activity in C. elegans. C. elegans VP596 Pgst-4::GFP/RFP ratio, acrylamide-induced, 24 h. inhibition, % at 21.8 µM. 360,000 tested, 0.49% active;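 active = interference check ratio from 0.5 to 1.5 plus GFP to RFP signal ratio inhibition reaching or exceeding a fixed threshold, cut at about 30% in these data, passing the limit was not always enough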; note: some compounds called inactive have numbers as strong as hits
Scp1 inh: Scp-1 (human) phosphatase inhibition; Q9GZU7; 340,000 tested, 0.88% active; AID 493091; inhibition, % at 20 µM; Recombinant Scp1, phosphopeptide, malachite green phosphate absorbance;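 active = inhibition above about 50% at 20 µM, limit read from the data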;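 note: plate controls were DMSO wells with enzyme for no effect and wells lacking enzyme for full effect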
Target sequence (Q9GZU7 76-261 limits assumed): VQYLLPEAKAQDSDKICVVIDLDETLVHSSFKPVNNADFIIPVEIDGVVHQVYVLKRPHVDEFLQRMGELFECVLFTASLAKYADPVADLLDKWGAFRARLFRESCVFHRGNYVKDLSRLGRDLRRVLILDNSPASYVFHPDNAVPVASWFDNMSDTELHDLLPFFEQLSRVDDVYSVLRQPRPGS
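Times: enzyme reaction 45 min at room temperature, colour 5 min, stabilisation 30 min. Material: SCP-1 catalytic fragment, aa 76-261. Medium: Acidic Tris acetate buffer with magnesium and detergent. Signal: colorimetric free-phosphate detection, absorbance 630 nm. Read-out basis: % inhibition of SCP-1 phosphate liberation. Reagent: Phosphorylated 17-residue peptide substrate.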
DNMT1 block: inhibitors of human DNMT1; inhibition (reported as % activation of signal), % at 10 µM; DNMT1 molecular beacon, Hinp1I cleavage, fluorescence; 360,000 tested, 0.83% active; AID 588458; P26358; in the data active = inhibition above about 50%
STEP inh: inhibitors of human striatal-enriched phosphatase STEP. P54829. recombinant STEP, OMFP fluorogenic substrate, fluorescence. inhibition, % at 20 µM. 360,000 tested, 0.25% active. AID 588621;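 active = inhibition at 20 µM, scaled per plate between control wells, above about 37%, limit read from the data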;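 note: 0% = DMSO with enzyme and substrate and 100% = substrate only without enzyme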
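System: STEP phosphatase, cell-free reaction; Buffer or medium: Bis-Tris pH 6.0 buffer with DTT, detergent; Incubation: 20 min at room temperature, dark; Measured by: fluorescence, 480/540 nm.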
SUMO1-SIM PPI: alters human SUMO1 binding to SIM partners. SUMO1 binding to a labelled peptide, TR-FRET, 1 h. inhibition, % at 20 µM. 360,000 tested, 0.33% active; in the data active = inhibition above about 37%
Target sequence (P63165 whole entry, looked up): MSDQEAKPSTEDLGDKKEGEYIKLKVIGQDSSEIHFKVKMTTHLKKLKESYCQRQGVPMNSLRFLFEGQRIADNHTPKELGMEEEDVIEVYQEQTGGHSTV
* hit, by the source's call; i = inactive; / = not tested or not shown.

Neddyl block	CendR NRP1 mod	NadD block	TbMetRS inhib	LMPTP block	SKN-1 inh	Scp1 inh	DNMT1 block	STEP inh	SUMO1-SIM PPI	mol
i	-2	14	-0.2	-0.9	5	-9	-4	2	3	CC1C/C(=N/NC(=O)c2ccc(CSc3nc4ccccc4[nH]3)cc2)CC(C)(C)C1 (stereo unspecified)
i	-1	-10	-0.5	-0.3	4	-10	0	-2	2	O=C(Cc1ccc(Br)cc1)Nc1ccc(S(=O)(=O)Nc2ncccn2)cc1
i	-11	-7	0.5	-2.7	21	-1	-2	-3	1	CC1=C(C(N)=O)C(c2ccc(Br)cc2)n2nc(CCCO)nc2N1 (stereo unspecified)
i	-14	-3	-1.0	-0.6	-2	-6	-3	0	-3	Cc1c(N)cccc1Cl
i	-17	2	0.7	0.6	14	-2	1	2	-2	Cc1cc(Cl)ccc1NC(=S)NCCc1ccc(S(N)(=O)=O)cc1
i	5	-7	-0.1	1.7	-1	-6	3	-1	-5	Cc1ccc(C(c2sc3nc(C)nn3c2O)N2CCN(c3ccccc3)CC2)cc1 (stereo unspecified)
i	0	0	0.3	-0.7	4	-2	-7	-4	3	C/C(CC(=O)Nc1cccc(Cl)c1C)=N\NC(=O)Cc1csc(N)n1
i	-5	4	1.0	2.0	1	-1	-4	2	1	CCc1ccc(CN(C)C(=O)c2cc(COc3ccc(-n4cncn4)cc3)on2)cc1
i	1	-2	-0.5	-2.1	-16	-2	0	-3	5	CC(C)(C)NC(=O)CSc1nnc(NC(=O)CCc2ccccc2)s1
i	-2	-5	-0.8	-1.8	17	/	18	-1	0	C[C@@H]1CN([C@H](C)CO)C(=O)CCCn2cc(nn2)CO[C@H]1CN(C)C(=O)c1ccncc1
i	-4	2	-0.1	-0.7	-5	-4	0	1	0	CC(NC(=O)Cc1ccccc1)c1ccc(F)cc1 (stereo unspecified)
i	-5	-8	-0.2	-0.7	34	-14	-4	-1	29	COc1ccc(CNC(=O)N2CCN(c3ccc(F)cc3)CC2)cc1
i	-1	-2	-0.5	-0.5	3	-4	1	-3	-2	CCOC(=O)C1CCN(CC(O)COCc2cccs2)CC1 (stereo unspecified)
i	-1	2	-0.2	1.1	0	-18	1	0	5	O=C(COc1ccccc1Cl)NC(=S)N1CCc2ccccc21
i	0	-2	0.1	1.1	-9	/	0	1	-3	COc1cc2c(cc1OC)CN1CCc3cc(OC)c(OC)cc3C1C2 (stereo unspecified)
i	15	2	-0.1	1.3	10	-1	14	-3	-1	Cc1ccccc1N1OC2C(=O)N(c3ccc(F)cc3)C(=O)C2C1c1ccccn1 (stereo unspecified)
i	6	0	-0.3	1.2	15	-6	1	-2	0	CCN(CC)CCCn1c2c(c(SCC(=O)Nc3nccs3)nc1=O)CCC2
i	-4	12	0.0	-0.1	25	-10	-5	-1	-4	O=C(c1ccc(Cl)cc1)[C@@H]1[C@@H]2C(=O)N(c3ccc(Cl)cc3)C(=O)[C@@H]2C2c3ccccc3C=NN21 (stereo partly specified)
i	5	11	-1.2	1.2	7	11	4	3	2	CC1CC2=C(CC1/C=N/NC(N)=S)C(C)(C)CCC2 (stereo unspecified)
i	4	-1	-0.4	-0.5	8	-7	-2	0	5	CC(=O)Oc1ccc(C(=O)Nc2cccc(C(=O)NC(C)(C)C)c2)cc1
i	-4	-4	-0.3	-0.8	-14	48	2	-1	4	CC(C)=CCCC(C)CN1CCC(n2nccc2NC(=O)C2CCCC2)CC1 (stereo unspecified)
i	6	-3	-0.6	-0.7	17	-6	0	0	2	O=C(Nc1ccc(Cl)c(Cl)c1)N1CCSCC1
i	-23	3	-0.8	-0.4	-7	/	3	-1	-1	COc1ccccc1NC(=O)N(C)C[C@@H]1OCc2cnnn2CCCC(=O)N([C@@H](C)CO)C[C@H]1C
i	-3	-2	-0.6	0.4	-12	-8	0	1	6	COc1ccc(Oc2nc3c(c(=O)n(C)c(=O)n3C)n2C)cc1
i	1	-4	-1.9	0.6	-3	-3	4	-3	-11	O=C(N/N=C/c1ccc2ncccc2c1)c1ccco1
i	-8	-4	-1.1	-1.2	10	-1	2	-1	0	CCc1nnc(SCC(=O)NC2CCCCC2)nc1CC
i	0	1	0.2	-2.0	17	-6	0	-4	4	O=C(Cn1nc(C(F)F)cc1C1CC1)N1CCCC1
i	0	3	-0.2	-1.8	6	-11	-3	0	1	COc1ccc(NC(=O)c2cc(S(=O)(=O)N3CCS(=O)(=O)CC3)ccc2Cl)cc1
/	-1	-7	-0.5	0.3	6	-8	-7	-1	-3	COc1ccc2[nH]c(C(=O)Nc3cccc(C)n3)cc2c1
i	2	-3	-0.3	0.2	10	-7	1	0	4	COC(=O)c1ccc2nc(NC(=O)C(C)(C)C)sc2c1
i	-2	0	-0.3	-0.1	9	-2	5	-2	-2	O=C(CSc1ncnc2ccccc12)NC1CCS(=O)(=O)C1 (stereo unspecified)
i	0	-1	0.5	-14	-1	-15	1	-1	1	O=C(NNC(=O)c1cc2cc(OC(F)(F)F)ccc2[nH]1)c1cccc(C(F)(F)F)c1
i	7	-1	-0.1	-0.7	12	-8	2	1	-3	OC1CCCN(CC(O)COC(c2ccccc2)c2ccccc2)C1 (stereo unspecified)
i	1	-5	-0.2	2.1	12	-5	-6	4	4	COC(=O)CN(c1nc(C)c(Br)c(OC)n1)S(=O)(=O)c1ccc(C)cc1
i	9	3	-0.2	-1.3	11	3	-1	-1	-4	COc1cc(C)ccc1OCC(=O)NCC1CCCO1 (stereo unspecified)
/	0	-8	-0.4	-1.0	-3	-8	1	-2	2	N#Cc1cccnc1N1CCC(C(N)=O)CC1
i	-1	-1	1.5	5.1	17	-7	-5	-1	3	CN(C(=O)c1cccc(COc2ccc(Cl)cc2Cl)c1)c1ccccc1
i	-13	12	-0.3	-0.6	-18	-8	2	-8	2	Cn1c(=O)c2c(nc(CN3CCN(C(=O)c4ccco4)CC3)n2CCc2ccccc2)n(C)c1=O
i	2	-3	-1.0	-0.6	17	-5	1	4	1	CCOC(=O)N1CCN(C(=O)c2oc3ccc(S(=O)(=O)N(CC)CC)cc3c2C)CC1
i	-20	12	-0.8	2.8	13	-3	4	-2	-8	CCC(=O)c1ccc(/C=C/c2nc3ccccc3n2C)o1
i	-11	0	-0.8	-0.7	-13	-10	-3	4	-9	COC(=O)c1ccccc1NC(=O)c1sc(=S)n(C)c1N
i	8	-4	-0.1	-2.5	7	/	21	14	14	CN(C)CCN1CCN(C2CN(CCc3ccccc3)S(=O)(=O)C2)CC1 (stereo unspecified)
i	-7	2	0.2	0.4	8	-7	8	7	7	O=C(O)c1cc(-c2ccccc2)n(-c2ccc(Cl)cc2)n1
i	-10	4	-0.9	1.3	2	-7	-2	-2	-4	Cc1ccc(C(=O)OCc2nc(N)nc(Nc3ccccc3C)n2)cc1
i	2	-2	-0.1	0.1	4	10	-2	-2	0	COc1ccc(-c2nc(SC(C)C(=O)NC3CC3)n[nH]2)cc1 (stereo unspecified)

Taken from above for reference:
Neddyl block	CendR NRP1 mod	NadD block	TbMetRS inhib	LMPTP block	SKN-1 inh	Scp1 inh	DNMT1 block	STEP inh	SUMO1-SIM PPI	mol
i	-20	12	-0.8	2.8	13	-3	4	-2	-8	CCC(=O)c1ccc(/C=C/c2nc3ccccc3n2C)o1
i	-11	0	-0.8	-0.7	-13	-10	-3	4	-9	COC(=O)c1ccccc1NC(=O)c1sc(=S)n(C)c1N
i	8	-4	-0.1	-2.5	7	/	21	14	14	CN(C)CCN1CCN(C2CN(CCc3ccccc3)S(=O)(=O)C2)CC1 (stereo unspecified)
i	-7	2	0.2	0.4	8	-7	8	7	7	O=C(O)c1cc(-c2ccccc2)n(-c2ccc(Cl)cc2)n1
i	-10	4	-0.9	1.3	2	-7	-2	-2	-4	Cc1ccc(C(=O)OCc2nc(N)nc(Nc3ccccc3C)n2)cc1
i	2	-2	-0.1	0.1	4	10	-2	-2	0	COc1ccc(-c2nc(SC(C)C(=O)NC3CC3)n[nH]2)cc1 (stereo unspecified)

Other records
Neddyl block	CendR NRP1 mod	NadD block	TbMetRS inhib	LMPTP block	SKN-1 inh	Scp1 inh	DNMT1 block	STEP inh	SUMO1-SIM PPI	mol
i	-9	-2	0.2	-0.2	12	-5	1	-3	1	CCc1cccc(CC)c1NC(=O)COC(=O)c1cccc(S(=O)(=O)N2CCc3ccccc3C2)c1
i	-3	-2	-0.5	-1.1	-10	0	-3	1	-2	O=C(NCc1ccccn1)Nc1ccc2c(c1)OCO2
i	13	-2	0.3	-1.0	0	-8	20	-1	5	CC(=O)Nc1ccc2c(c1)c1ccccc1n2C(C)=O
i	9	14	0.1	15	7	-9	-7	5	-38	CN(C)CCCNc1ccc(-c2n[nH]c(=O)c3ccccc23)cc1[N+](=O)[O-]
i	0	1	-0.3	-1.4	-1	-8	3	-2	-3	COc1ccc(/C=N/NC(=O)Cn2cnc3ccccc3c2=O)cc1
i	-2	-4	-0.1	-1.4	0	-11	3	2	-8	Cc1cc2c(cc1S(=O)(=O)CCC(=O)NCCc1ccccc1)OCC(=O)N2
i	-13	-9	-0.6	0.2	5	-8	0	-1	-4	COc1ccc(CNS(=O)(=O)c2ccc(S(=O)(=O)N3CCCCC3)cc2)cc1
i	-143	-2	-0.2	7.5	22	/	-4	0	24	N#Cc1ccsc1NC(=O)c1ccc2ncsc2c1
i	11	-4	-0.2	-4.0	18	4	2	1	3	Cn1c(CSCc2ccc(F)cc2)n[nH]c1=S
i	2	6	-0.2	-1.2	10	-5	2	0	-29	Cc1cc2ccccn2c1C(=O)c1ccncc1

Compounds were not picked by outcome; any-hit rate near 4.6%.
